Nrf2 ARE act = activates Nrf2 signaling. AREc32 ARE-luciferase reporter (MCF7-derived line), luminescence, 24 h. Potency, µM (doses to about 46.1 µM), for inactives: top-dose activation, hits mostly activators. 410,000 compounds, 0.31% hits; also: potency is read from the fitted curve at half-maximal effect; % of control where 0% means no effect; nearly all actives have a fitted effect of over 65% in size
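Each well held 1000 AREc32 cells, which were incubated with compound for 24 hr at 37 deg C after overnight attachment, and ARE reporter activity was quantified by firefly luciferase luminescence.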
EPAC2 agonist = agonists of human EPAC2 (RAPGEF4); Q8WZA2; EPAC2 activation, biochemical qHTS; response scale: 100% = 6.5 mM cAMP response; Potency, µM (top dose mostly 154 µM), inactives show at the highest dose activation, actives largely listed as activators; 360,000 compounds, 0.079% hits; AID 720711; also: potency is read from the fitted curve at half-maximal effect; nearly all actives have a fitted effect of over 50% in size
Target sequence (Q8WZA2 whole entry, looked up): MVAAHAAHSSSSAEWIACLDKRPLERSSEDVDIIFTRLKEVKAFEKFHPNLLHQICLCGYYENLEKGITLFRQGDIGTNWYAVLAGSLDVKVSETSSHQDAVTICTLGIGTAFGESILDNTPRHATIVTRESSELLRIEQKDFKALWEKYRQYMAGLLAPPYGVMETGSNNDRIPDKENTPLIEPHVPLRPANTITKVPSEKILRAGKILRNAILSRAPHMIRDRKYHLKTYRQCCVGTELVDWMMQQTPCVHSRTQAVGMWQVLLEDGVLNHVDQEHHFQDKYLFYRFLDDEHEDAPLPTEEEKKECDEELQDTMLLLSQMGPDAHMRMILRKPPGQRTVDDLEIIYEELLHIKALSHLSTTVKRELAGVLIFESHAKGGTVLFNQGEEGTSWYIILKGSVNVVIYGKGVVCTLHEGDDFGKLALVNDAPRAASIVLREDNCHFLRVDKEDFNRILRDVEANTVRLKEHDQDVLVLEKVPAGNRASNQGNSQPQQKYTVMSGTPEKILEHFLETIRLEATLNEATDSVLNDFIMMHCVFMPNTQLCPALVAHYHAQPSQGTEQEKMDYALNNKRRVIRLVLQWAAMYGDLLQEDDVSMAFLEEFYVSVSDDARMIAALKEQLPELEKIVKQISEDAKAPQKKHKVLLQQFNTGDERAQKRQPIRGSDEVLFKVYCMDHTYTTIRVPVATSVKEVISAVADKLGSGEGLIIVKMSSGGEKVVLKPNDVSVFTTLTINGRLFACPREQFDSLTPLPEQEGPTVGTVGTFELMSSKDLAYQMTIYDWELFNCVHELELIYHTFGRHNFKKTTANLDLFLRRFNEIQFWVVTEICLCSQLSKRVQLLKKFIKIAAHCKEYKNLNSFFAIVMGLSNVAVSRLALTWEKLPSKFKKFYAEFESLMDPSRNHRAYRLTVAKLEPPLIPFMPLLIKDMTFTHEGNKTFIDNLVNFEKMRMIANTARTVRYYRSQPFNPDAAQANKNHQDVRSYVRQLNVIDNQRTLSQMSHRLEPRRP
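Each well held 100 nM EPAC2, 250 nM RAP1B-BODIPY-GDP and 50 uM GDP. Fluorescence, read at 5-min intervals to 30 min, was referenced to a 6.5 mM cAMP positive control.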
Nrf2 inh = Nrf2 pathway inhibition; A549 ARE-Fluc reporter, luciferase luminescence, 18-24 h; Potency, µM (series often up to 46 µM), without a hit: top-dose activity change, negative = inhibition, hits mostly inhibitors; 360,000 compounds, 2.1% hits; also: potency is read from the fitted curve at half-maximal effect; % is scaled to controls: 0 for no effect and ±100 for the full control effect; nearly all actives have a fitted effect of over 60% in size
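A549 ARE_Fluc cells (5000/well, 5% FBS OPTI-MEM) pre-incubated 2 h, then treated with compounds 18-24 h at 37C/5% CO2 in concentration-response. CellTiter-Fluor viability read first; BugLite luciferase luminescence after 15 min at room temperature gives Nrf2 activity.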
IL2 activator = activators of IL-2; IL-2 activation reporter assay, cell-based qHTS; stimulated with anti-CD3/CD4/CD28 beads; in transgenic mouse T cells; activation, % (series mostly up to about 46 µM); 360,000 compounds, 0.065% hits; in the data active = activation above about 50%; inconclusive = mostly about 30% to 49%; also: 0% is about no effect
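Unstimulated transgenic mouse T cells; 60-min compound exposure; bead-based TCR/CD4/CD28 stimulation; 18 h culture, 37 degrees C; dual fluorescence (EGFP, DsRed) plate cytometry.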
HepG2 viability = kills HepG2 cells in TGF-b inhibitor counter-screen; HepG2 CAGA-GFP viability, ATP luminescence, 18 h; Potency, µM (titrated, usually from 46.1 µM), for the others: at the highest dose activity change, negative = cytotoxicity, most hits filed as cytotoxic; 410,000 compounds, 0.76% hits; AID 588856; also: potency is read from the fitted curve at half-maximal effect; some results filed as inactive show a strong effect at the top dose
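HepG2 CAGA-GFP cells (1000/well, DMEM with 1% FBS) received compound, then TGF-beta at 500 pg/mL final, and were incubated 18 hours at 37 degrees C. Viability was read by CellTiter-Glo luminescence. Media-only wells were set as complete cell-killing and DMSO as no toxicity.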
ATXN viability = reduces viability in counter-screen for ATXN expression inhibitors; S2 cells (HEK-293 line with an ATXN2-luciferase reporter) viability, CellTiter-Fluor protease fluorescence, 24 h; Potency, µM (titrated, usually from 56.7 µM), hits mostly cytotoxic; 400,000 compounds, 0.49% hits; AID 651635; also: potency is read from the fitted curve at half-maximal effect; nearly all actives have a fitted effect of over 40% in size
A549 viability = counter-screen for Nrf2 inhibitors: cytotoxicity in A549 cells | A549 ARE-Fluc cells, CellTiter-Fluor viability, 18-24 h | Potency, µM (doses to about 46 µM), without a hit: at the top dose activity change, negative = cytotoxicity, hits mostly inhibitors | 390,000 compounds, 0.16% hits; also: potency is read from the fitted curve at half-maximal effect; % is scaled to controls: 0 for no effect and ±100 for the full control effect
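A549 ARE_Fluc cells in 5% FBS OPTI-MEM were exposed to compounds in concentration-response for 18-24 h at 37 deg C. Viability was read by CellTiter-Fluor fluorescence (Ex 405/Em 525) after 30 min, before the luciferase read.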
ATXN2 expr inh = reduces ATXN2 reporter expression in HEK-293 cells. HEK-293 ATXN2-luciferase reporter, luminescence, 24 h. 360,000 compounds, 0.72% hits. Potency, µM (top dose mostly 57 µM), inactives show at the highest dose activity change, negative = inhibition, most hits filed as inhibitors; also: potency is read from the fitted curve at half-maximal effect; % is scaled to controls: 0 for no effect and ±100 for the full control effect; nearly all actives have a fitted effect of over 55% in size
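qHTS (up to 57 uM final) was run with 24 h compound exposure of reporter cells at 37 °C. Each well was multiplexed: SteadyGlo luminescence measured ATXN2-luciferase expression after a fluorogenic Gly-Phe-AFC viability readout (25 uM final).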
TGFb SMAD3 inh = inhibitors of TGF-b signaling; HepG2 CAGA-GFP TGF-b/SMAD3 reporter, GFP fluorescence, 18 h; TGF-beta stimulated, 500 pg/mL final; Potency, µM (highest dose often 46.1 µM), inactives show at the highest dose activity, negative = inhibition, usual class: inhibitors; 410,000 compounds, 1.2% hits; AID 588855; also: potency is read from the fitted curve at half-maximal effect; % is scaled to controls: 0 for no effect and ±100 for the full control effect; nearly all actives have a fitted effect of over 65% in size
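HEPG2 CAGA-GFP reporter cells (1000/well, DMEM with 1% FBS) received compounds, then recombinant TGF-beta at 500 pg/mL final for 18 hours at 37 degrees C. Per-cell GFP summed per well was normalised to unstimulated and stimulated DMSO controls before curve fitting.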
* hit, by the source's call; i = inactive; ? = inconclusive; / = not tested or not shown; [ ] = another dose, or the depositor's remark. Unless noted, calls follow the shape of the dose curve; as a rule, active = well fitted curve in the direction sought with a large enough effect; inconclusive = small, poorly fitted or top-dose-only effect, or another doubt; inactive = no such curve, though single readings can be large; an effect the other way counts as inactive or inconclusive.

1) COC(=O)c1ccc(COc2ccc3c(C)c(C)c(=O)oc3c2)o1
2) Cc1cc(OCC(=O)Nc2cc(-c3nc4ncccc4o3)ccc2C)ccc1Cl
3) CC(C)c1nnc(NC(=O)CCC(=O)Nc2ccc(F)cc2)s1
4) C1CCC(NC2=NCCO2)CC1
5) COCCNC(=O)C1(C)CCN(Cc2cccc(Oc3ccccc3)c2)C1 (stereo not drawn)
6) CCOCCn1c(=O)c2c(nc3n2CCCN3CCc2ccccc2)n(C)c1=O
7) COc1ccc2nc(NC(=O)Nc3cccc4ccccc34)sc2c1
8) N#CC1(NC(=O)CN2CCc3ccccc3C2)CCCC1
entry no.,1,2,3,4,5,6,7,8
Nrf2 ARE act,-0.6%,0.8%,-0.7%,-0.9%,-0.5%[9.22 µM],-0.1%,9.4%,-0.6%
EPAC2 agonist,15%,/,2%,9%,6%,-4%,4%,1%
Nrf2 inh,1%,-3%,-16%,/,/,?,7%,?
IL2 activator,-3.3,/,-0.2,-0.3,-0.3,-1.6,-1.0,-0.2
HepG2 viability,-37%,0%,-3%,-1%,-28%,-9%,-33%,-2%
ATXN viability,i,/,i,i,i,i,i,i
A549 viability,4%,-4%,-1%,/,/,9%,2%,4%
ATXN2 expr inh,-1%,/,-12%,/,16%,-5%,/,-4%
TGFb SMAD3 inh,3%,5%,-1%,-3%,-8%,-2%,-21%,11%

9) O=S(=O)(Nc1cccc(C(F)(F)F)c1)c1ccc(-c2cnc(C3CC3)o2)cc1
10) O=C(O)C1=C[C@H](c2ccc(Br)cc2)C[C@H](OCc2ccc(CO)cc2)O1
11) COc1ccc(NC(=O)Cn2c(=O)n(Cc3ccc(C(=O)NCc4ccccc4Cl)cc3)c(=O)c3ccccc32)cc1OC
12) Cc1ccc(C)c(Cn2c(=O)n(-c3ccc(Cl)cc3)c(=O)c3c4c(sc32)CCC4)c1
13) O=C(Nc1c2c(nn1-c1ccc(F)cc1)CS(=O)C2)c1ccc(S(=O)(=O)N2CCOCC2)cc1 (stereo not drawn)
14) C=CC[C@@H](CC(=O)N[C@@H](CO)Cc1ccccc1)C(=O)N[C@H](COC(=O)[C@@H](CC=C)CC(=O)OC(C)(C)C)Cc1c[nH]c2ccccc12
15) Cc1cccc(C(=O)NCCN2CCOCC2)c1[N+](=O)[O-]
16) CC(=O)C[C@H](O)CC(=O)[C@@H]1OC(=O)CCCCCCc2ccccc21
entry no.,9,10,11,12,13,14,15,16
Nrf2 ARE act,0.6%,0.1%,-1.1%,-0.8%,2.5%,-1.8%,-0.5%,0.7%
EPAC2 agonist,/,-3%,/,/,6%,-11%,7%,9%
Nrf2 inh,/,-1%,?,?,-3%,?,10%,-10%
IL2 activator,/,0.8,/,/,1.5,-1.0,-0.3,-0.1
HepG2 viability,13µM*,-3%,-1%,6%,2%,-51%,9%,0%
ATXN viability,?,i,i,i,i,/,i,i
A549 viability,-11%,0%,0%,4%,1%,?,-2%,-1%
ATXN2 expr inh,?,5%,-3%,6%,-4%,?,-4%,15%
TGFb SMAD3 inh,?,-21%,-18%,?,1%,?,-10%,?

17) O=C(NCc1ccccn1)C1CCN(S(=O)(=O)c2ccccc2F)CC1
18) CC1=C([N+](=O)[O-])C(c2ccccc2)C2=C(N1)c1ccccc1C2=O (stereo not drawn)
19) CCC(=O)Nc1c(-c2ccc(Cl)cc2)c(=O)c2ccccc2n1C
20) CC(C)C(=O)NCC1(N(C)C)CCCCC1
21) Cc1ccccc1NC(=O)Cn1c(=O)n(CCc2ccccc2)c(=O)c2ccccc21
22) Cc1cc(NC(=O)COC(=O)CCn2c(C)csc2=O)c([N+](=O)[O-])cc1C
23) CCC(C(=O)OCC(=O)Nc1c(C)nn(-c2ccccc2)c1C)c1ccccc1 (stereo not drawn)
24) O=S(=O)(c1ccccc1)c1nc(-c2ccc(Cl)cc2Cl)oc1N1CCCCCC1
entry no.,17,18,19,20,21,22,23,24
Nrf2 ARE act,-0.3%,5.6%,-0.3%,0.2%,2.8%,0.2%,0.2%,0.3%
EPAC2 agonist,2%,6%,6%,/,/,21%,6%,/
Nrf2 inh,-9%,-7%,-3%,-5%,-2%,/,4%,0%
IL2 activator,0.3,0.1,-1.4,/,/,-0.9,-1.5,/
HepG2 viability,7%,-12%,-1%,-18%,-10%,-55%,-10%,-12%
ATXN viability,?,i,i,i,i,i,i,i
A549 viability,-2%,-12%,2%,5%,-5%,/,2%,2%
ATXN2 expr inh,-5%,?,-9%,1%,2%,/,6%,-1%
TGFb SMAD3 inh,10%,?,0%,-4%,-6%,2%,-5%,-8%

Three compounds from above, limited to Nrf2 ARE act and IL2 activator:
#	molecule	Nrf2 ARE act	IL2 activator
24	O=S(=O)(c1ccccc1)c1nc(-c2ccc(Cl)cc2Cl)oc1N1CCCCCC1	0.3%	/
18	CC1=C([N+](=O)[O-])C(c2ccccc2)C2=C(N1)c1ccccc1C2=O (stereo not drawn)	5.6%	0.1
19	CCC(=O)Nc1c(-c2ccc(Cl)cc2)c(=O)c2ccccc2n1C	-0.3%	-1.4

Carrying on:
25) N=C1C(c2nc3ccccc3s2)=C(O)CN1NC(=O)c1ccccc1[N+](=O)[O-]
26) CC(=O)C1=C(c2ccc(Cl)c(Cl)c2)N(C(C)=O)n2c(nnc2-c2ccccc2)S1
27) CC(C)CC(C(=O)Nn1cnnc1)N1C(=O)c2ccccc2C1=O (stereo not drawn)
28) Cc1c([N+](=O)[O-])nnn1-c1cc(Cl)cc(Cl)c1
29) CC(=O)c1ccc(NC(=O)CSc2ccc(-c3ccc4c(c3)OCO4)nn2)cc1
30) Cc1ccc(NC(=O)CN(C)CCOc2ccccc2)c([N+](=O)[O-])c1
31) Cc1nc2scc(C)n2c(=O)c1S(=O)(=O)Nc1ccc(F)cc1
32) CCOC(=O)C1CCCN(C(=O)COC(=O)c2cc(=O)c3ccccc3o2)C1 (stereo not drawn)
entry no.,25,26,27,28,29,30,31,32
Nrf2 ARE act,0.8%,-0.1%,-0.1%,-0.1%,3.3%,-0.1%,-0.1%,0.1%
EPAC2 agonist,11%,/,9%,1%,0%,17%,12%,9%
Nrf2 inh,3%,/,0%,5%,?,18%,?,0%
IL2 activator,-0.4,/,-2.7,-5.4,2.7,-0.1,1.7,-2.6
HepG2 viability,-1%,6%,-11%,2%,-6%,-1%,0%,-2%
ATXN viability,i,/,i,i,i,i,i,i
A549 viability,-2%,4%,0%[1.84 µM],4%,2%,3%,1%,3%
ATXN2 expr inh,-14%,/,-5%,-3%,13%,-11%,-2%,-6%
TGFb SMAD3 inh,1%,?,3%,6%,14%,-6%,5%,4%

33) CC(C)NC(=O)CCn1ccc2cc(S(=O)(=O)N3CCCC3)ccc21
34) CCCC1(C)Nc2ccccc2-c2nc3ccccc3n21 (stereo not drawn)
35) CCOC(=O)c1[nH]cnc1C(=O)Nc1ccncc1
36) COc1ccccc1NC(=O)C1CCCN(S(=O)(=O)c2ccc3c(c2)CC(C)N3C(C)=O)C1 (stereo not drawn)
37) Cc1ccc(CC(=O)NC2CCN(C)CC2)cc1
38) COc1ccc(CC(=O)Nc2nc3ccccc3[nH]2)cc1
39) O=c1oc(Nc2ccccc2Cl)nc2ccccc12
40) COc1ccc(NC(=O)/C=C/c2cc(OC)c(OC)c(OC)c2)cn1
entry no.,33,34,35,36,37,38,39,40
Nrf2 ARE act,-0.5%,4.6%,-0.4%,0.2%,-0.4%,-0.2%,0.6%,-0.6%
EPAC2 agonist,2%,18%,10%,8%,0%,-5%,0%,-4%
Nrf2 inh,4%,3%,-20%,?,-7%,-24%,23%,4%
IL2 activator,4.3,-1.6,-0.3,-2.3,-2.8,-1.5,1.1,3.3
HepG2 viability,-2%,-30%,-7%,-11%,-7%,4%,-38%,8%
ATXN viability,i,i,i,i,i,i,i,i
A549 viability,-3%,-4%,-8%,-1%,1%,-6%,4%,0%
ATXN2 expr inh,2%,56%[activator],4%,8%,3%,7%,8%,/
TGFb SMAD3 inh,10%,0%,-9%,-21%,9%,18%,0%,-1%

41) Cc1cccc(C(=O)OC2CCOC2=O)c1C (stereo not drawn)
42) O=C1Nc2ccc([N+](=O)[O-])cc2OC1CCN1CCN(Cc2ccccc2)CC1 (stereo not drawn)
43) CCCCCCCCNC(=O)C(CCC(=O)OCc1ccccc1)NC(C)=O (stereo not drawn)
44) CCc1nc2ccc(C(=O)NCc3ccc4c(c3)OCO4)cn2c1N(CC)Cc1cccc(Br)c1
45) CC(C)=CC[N+]1(C)CCCCC1
46) O=C(/C=C\c1cccs1)c1c(O)ccc2ccc(=O)oc12
47) O=C(CSc1nc(-c2cccs2)cc(C(F)(F)F)n1)Nc1cc(OCC(F)(F)C(F)F)cc([N+](=O)[O-])c1
48) C=CCNC(=O)CN1N=C(c2ccc(C)cc2)CCC1=O
entry no.,41,42,43,44,45,46,47,48
Nrf2 ARE act,1.0%,1.7%,0.1%,0.8%,-0.4%,11µM*,-0.7%,-0.3%
EPAC2 agonist,0%,7%,-1%,9%,6%,-2%,-20%,6%
Nrf2 inh,16%,-27%,12%,/,6%,1%,?,2%
IL2 activator,0.4,-1.3,0.0,-0.5,-5.4,-0.5,0.3,-5.0
HepG2 viability,-3%,-23%,-30%,-30%,14%,-34%,-49%,-21%
ATXN viability,i,?,i,?,i,i,?,i
A549 viability,17%,-12%,?,/,1%,-1%,-13%,-1%
ATXN2 expr inh,7%,-20%[2.22 µM],-9%,?,-14%,-1%,-37%,-1%
TGFb SMAD3 inh,8%,-1%,?,?,0%,2%,?,-2%
